Myeloid diff MLP = compounds promoting myeloid differentiation; actives 1% (n = 360,000); ER-HoxA9 myeloid progenitors, lysozyme-GFP differentiation, flow cytometry; calls only at 10 µM;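 active means normalized GFP-positive differentiation at or above the plate's own cutoff, the solvent-only control mean plus 3 SD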;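 further: cells exposed to compound for four days before flow analysis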
Dynein cargo inh = blocks dynein driven cargo transport along microtubules. 3617.4 mouse cells, GR-EGFP nuclear translocation imaging; test concentration mostly 20 µM; stimulated with dexamethasone, 1 µM; hits give low values. actives 0.47% (n = 220,000). z-score, hits read low. AID 1381;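 active means plate z-score of nuclear minus cytoplasmic receptor signal below a set negative limit, without overly bright fluorescence or cell loss, cut at about -3.5 in these data, passing the limit was not always enough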;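 further: z-score of nuclear minus cytoplasmic ring GR-EGFP intensity difference per well; some compounds called inactive have numbers as strong as hits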
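Buffer or medium: tet-free, stripped-serum medium; reagent: dexamethasone at 1.0 µM final, 30 min; incubation: 48 h induction, 1 h compound, 30 min dex at 37 °C; measured by: formaldehyde fixation, Hoechst nuclear stain, 10x automated fluorescence imaging; read-out: nuclear-to-cytoplasmic GR-EGFP distribution per well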
Ins promoter up = MIN6 insulin promoter up-regulation; MIN6 insulin promoter-GFP reporter, high-content imaging; hits give high values; z-score at 5 µM; AID 1625; actives 0.3% (n = 190,000);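 active means z-score above 3 at 5 µM with at least 500 cells counted in the well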
TNAP activators = stimulation of alkaline phosphatase TNAP activity – biochemical, luminescent, no phosphate acceptor, uHTS, primary screen (AID 1001); purified TNAP, luminescent activation assay, no phosphate acceptor; higher activation fold means a stronger effect; activation fold at 20 µM; hits with a dose series show EC50 in µM; actives 0.03% (n = 200,000); in the data active means activation fold from about 3, or a potency from the dose series; inactive means the rest, 99 in 100 with activation fold below about 1.6; further: many of its hits are not listed in these tables
MT stabilizer = stabilizes microtubules in HeLa cells. HeLa tubulin immunostaining HCS, 24 h; share of cells brighter than vehicle mean+2SD. % tubulin-high responders, % at 10 µM. actives 0.83% (n = 200,000). AID 2205;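 active means plate Z-score above 3 for both tubulin-high and condensed-nucleus cell shares, with cell loss under 80%, at 10 µM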;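 further: anti alpha tubulin signal scored within the nucleus-defined area of each cell; some results filed as inactive read as strong as hits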
Hep lipid drop = modulators of hepatic lipid droplet formation; AML12 mouse hepatocytes, oleate lipid droplets, BODIPY imaging; inhibition, % at 6.5 µM; actives 0.4% (n = 240,000);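 active means lipid droplet intensity inhibited by at least 50%, with more than 500 cells counted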
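Assay system: AML12 mouse liver cells | Compound dosing: One dose, 6.5 µM compound | Read-out basis: Droplet intensity reduction, % inhibition | Measured by: Fluorescence imaging, 20x objective, two fields per well | Schedule: Overnight treatment with compound plus oleate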
b-catenin transl = alters nuclear translocation of beta-catenin in HeLa cells; immunofluorescence imaging; actives 0.3% (n = 190,000); nuclear translocation activity, % at 5 µM; AID 1665;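 active means nuclear translocation activity above 50% at 5 µM, with a well cell count of 50 or more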;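 further: per-cell ratio of nuclear to cytoplasmic median beta-catenin stain intensity; plate controls were DMSO negative control for no effect and GSK-3 inhibitor IX positive control for full effect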
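Signal – beta-catenin immunofluorescence imaging with DAPI · Test system – human HeLa cell line · Dosing – 5 µM primary single dose, 0.1% DMSO, 0.02–20 µM confirmation series · Measure – % activation, nuclear-to-cytoplasmic median beta-catenin signal ratio per cell · Incubation – 24 h compound exposure at 37°C, 5% CO2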
T cell modulator = T cell immune modulation candidate | 2C CD8+ T cell-vesicle binding, flow cytometry; hits give low values | calls only at 7 µM | actives 0.068% (n = 330,000);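 active means response, share of CD8 T cells binding vesicles, and their 90th percentile fluorescence all below set limits, cut at about 80% in these data, passing the limit was not always enough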
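Test system: purified 2C TCR transgenic mouse naive CD8+ T cells. Probe or stimulus: QL9-peptide-loaded Drosophila micro-vesicles bearing Ld, ICAM-1 and B7-1. Incubation: binding step 1.5 h, 37 °C, antibody labelling 20 min, ice. Measured by: flow cytometry of vesicle-bound cells.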
human PMI inhibition = MPI enzyme activity inhibition – biochemical, fluorescence intensity, coupled assay, primary screen (AID 1209); actives 0.42% (n = 190,000); purified PMI enzyme, coupled fluorescence intensity; higher % means a stronger effect; inhibition, % at 20 µM, or IC50 in µM where a hit was titrated; in the data active means inhibition above about 50%;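 further: plate controls were DMSO vehicle for no effect and wells lacking substrate for full effect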
Dynein cargo inh cytoplasmic EGFP = also measured in Dynein cargo inh; calls as there; z-score; measured here: cytoplasmic GR-EGFP intensity; hits give high values
Dynein cargo inh nuclear GR-EGFP = further read-out of Dynein cargo inh, marked with its call; z-score; measured here: nuclear GR-EGFP intensity;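 lower value marks the stronger effect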
Dynein cargo inh cell count = second read-out of Dynein cargo inh, no call of its own (marks repeat the call); z-score; measured here: cell count per field
Ins promoter up cell count = further read-out of Ins promoter up, marked with its call; cell count; measured here: cytotoxicity, nuclei count;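 total cells summed across four imaged fields per well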
Hep lipid drop cells 6.5 µM = further read-out of Hep lipid drop, marked with its call; cell count; measured here: cell count, cytotoxicity flag;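 cells counted across two imaged fields per well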
b-catenin transl cell count 5 µM = recorded beside b-catenin transl, whose call it bears; cell count; measured here: cell count, cytotoxicity flag
T cell modulator vesicle-bound % = also measured in T cell modulator; calls as there; double positive events, %; measured here: CD8+ vesicle-bound cell fraction;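 binding gate set so that unloaded-vesicle control wells show 10% double positive cells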
MT stabilizer Hoechst-high % = second read-out of MT stabilizer, no call of its own (marks repeat the call); % Hoechst-high responders; measured here: nuclear condensation Hoechst responders;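 share of cells brighter than vehicle mean plus two SD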
MT stabilizer cytotoxicity % = further read-out of MT stabilizer, marked with its call; toxicity, %; measured here: cytotoxicity by cell density;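 0% = mean cell density of plate MIN control wells and 100% = no cells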
Myeloid diff MLP GFP+ MAC1+ % = further read-out of Myeloid diff MLP, marked with its call; GFP+ MAC1+ double positive, %; measured here: differentiation confirmed by MAC1 staining
The depositor's hits bear a star; i = inactive; / = not tested or not shown.

SMILES	Myeloid diff MLP	Myeloid diff MLP GFP+ MAC1+ %	Dynein cargo inh	Dynein cargo inh cytoplasmic EGFP	Dynein cargo inh nuclear GR-EGFP	Dynein cargo inh cell count	Ins promoter up	Ins promoter up cell count	TNAP activators	MT stabilizer	MT stabilizer Hoechst-high %	MT stabilizer cytotoxicity %	Hep lipid drop	Hep lipid drop cells 6.5 µM	b-catenin transl	b-catenin transl cell count 5 µM	T cell modulator	T cell modulator vesicle-bound %	human PMI inhibition
Clc1cccc(CSc2ccc(-c3cccnc3)nn2)c1	i	0.1	0.14	-0.21	0.1	-0.2	0.05	1183	1	3.1	2.3	0.3	-8	703	0.6	1074	i	52	0%
CC(C)CCNC(=O)c1ccc2c(c1)N(Cc1ccccc1)C(=O)CS2=O (stereo not drawn)	i	3.9	-1.4	-0.2	-0.4	0.41	0.52	1950	1.1	4.9	2.9	8.1	11	623	1.5	1056	i	21	9%
OCC1(Cc2ccccc2)CCN(Cc2cnc(-c3cccc4ccccc34)nc2)CC1	i	0.4	-0.096	-0.12	0.28	0.46	-0.08	1408	1.1	/	/	/	14	740	0.3	1010	i	24	13%
CC(=O)Nc1cc(C(C)C)c(O)c(C(C)C)c1	i	1.6	0.91	-0.21	1.3	-0.4	-0.14	1584	1.1	2.6	1.4	4.7	/	/	-1.5	1046	i	36	13%
CCOC(=O)c1[nH]ncc1CN1CCCC(C(=O)c2ccc(C(C)(C)C)cc2)C1 (stereo not drawn)	i	0.7	-0.49	-0.27	-0.47	1.3	0.15	1669	1.1	1.4	1.3	3.4	-3	623	-0.6	1045	i	40	6%
C/C(=N/NC(=O)CNC(=O)c1cccc(F)c1)c1ccc2c(c1)CCCC2	i	0.5	-0.85	-0.31	-0.66	1.6	0.14	1227	1.1	1.5	1.9	8.7	24	707	-2.0	1103	i	49	-6%
COc1cc(C(=O)NNC(=S)NC(=O)c2ccc3c(c2)OCO3)cc(OC)c1OC	i	0.7	1.2	-0.26	1.1	0.075	0.54	1077	/	/	/	/	-8	669	0.3	1334	i	16	/
C/C(=N\n1cnnc1)c1ccccc1	i	0.3	0.47	-0.19	0.49	-0.6	0.26	1242	1.1	1.7	2.3	8.2	2	674	0.6	1106	i	42	13%
CCOc1ncccc1C(=O)NCC1COc2ccccc2O1 (stereo not drawn)	i	1.0	-0.46	-0.17	-0.23	0.99	-0.34	1198	1.1	1.8	2.8	9.3	/	/	-2.1	886	i	14	-4%
CCOC(=O)C1=C(COC(=O)C2(C)CC2(Cl)Cl)NC(=O)NC1c1ccc(OC)cc1 (stereo not drawn)	i	0.5	-0.33	-0.36	-0.26	0.63	-0.55	1607	1	3.8	1.3	3.8	-14	697	-2.0	1076	i	57	12%
COc1ccccc1OCC(=O)NNC(=O)c1c(-c2ccccc2Cl)noc1C	i	0.2	-0.37	-0.26	-0.07	0.47	/	/	1.1	1.4	2.1	6.2	-17	753	-0.1	509	i	42	-15%
CCN(CC)C(=O)C1=C(C)NC(=S)NC1c1cccs1 (stereo not drawn)	i	0.4	-0.96	-0.32	-0.41	-0.14	0.12	1599	0.9	5.5	1.2	6.9	3	668	-1.0	1000	i	52	-9%
O=C(CCn1nc(-c2ccccc2)ccc1=O)N1CCN(c2ccccn2)CC1	i	0.3	-0.46	-0.051	0.35	-0.013	0.31	1241	1.1	4.3	2.4	8.7	5	690	/	/	i	37	-19%
CC(=O)Nc1ccc(NC(=O)CN2CCN(c3cccc(C(F)(F)F)c3)CC2)cc1	i	0.5	-0.61	-0.057	0.23	0.56	0.29	814	1.1	2.1	1.6	5.3	2	764	2.1	1047	i	22	18%
CCOc1cc(/C=N/NC(=O)CSc2nncn2C)ccc1OCC(N)=O	i	0.5	0.22	-0.26	0.64	-0.23	/	/	/	/	/	/	20	696	0.5	1274	i	57	/
O=C(O)c1cccc(N2C(=O)Nc3ccccc3N2O)c1	i	0.6	-0.045	0.0032	-0.16	-0.076	/	/	1.2	1.6	1.8	1.1	17	644	-0.1	889	i	47	-4%
Cc1cc(-c2nnco2)c(C)n1-c1ccc(F)cc1	i	8.8	0.67	-0.32	0.32	-0.84	-0.14	1198	1	3.9	2.4	0.2	/	/	4.6	1242	i	28	-8%
CC(C)CNS(=O)(=O)c1cc(C(=O)N2CCOCC2)c(Cl)cc1Cl	i	1.6	0.073	-0.2	0.091	0.18	-1.1	798	1.3	2.3	1.6	7.0	7	779	/	/	i	30	-3%
Cc1cc(C(=O)NNS(=O)(=O)c2cccc(Cl)c2)nn1C(C)(C)C	i	0.1	-0.29	-0.22	-0.095	0.15	-0.39	1027	/	/	/	/	-38	528	0.7	1298	i	1	/
Cc1ccc(NC(=O)CNC(=O)c2cccs2)cc1S(=O)(=O)Nc1ccc(Cl)cc1	i	0.3	-0.55	-0.34	-0.74	0.9	-0.06	1379	1	3.3	4.7	4.1	-27	520	1.1	914	i	34	14%
CC(C)(C)n1nnnc1C(c1cccnc1)N1CCN(C2CCCCC2)CC1 (stereo not drawn)	i	6.2	0.4	-0.36	0.027	0.23	/	/	1.1	3.8	1.4	2.3	/	/	-0.1	1129	i	14	-2%
CCC1CCCCN1C(=O)c1c(-c2ccccc2)noc1C (stereo not drawn)	i	1.3	1.1	-0.25	0.88	-0.28	0.32	1230	1.1	4.0	2.3	6.7	-11	707	0.8	916	i	27	7%
CC(=O)N1N=C(c2ccc(C)cc2)OC1c1cccnc1 (stereo not drawn)	i	0.2	-0.62	-0.29	-0.33	0.34	-0.16	1198	1	1.4	2.6	7.3	-10	744	3.7	1056	i	10	4%
COc1ccc(OC)c(NC(=O)CSc2nnc(CNc3ccc(C)cc3C)o2)c1	i	0.4	-0.75	-0.18	-0.13	0.58	-0.01	1084	1.2	4.6	2.6	2.6	/	/	-1.9	876	i	35	-8%
CC(Sc1nnc(Nc2ccccc2)s1)C(=O)NC1CCCc2ccccc21 (stereo not drawn)	i	0.3	-0.94	-0.066	-0.73	1.1	2.1	1606	1.1	1.8	3.2	9.2	-9	638	-2.6	1045	i	44	21%
Cc1ccc(-c2c(C(=O)NCc3ccc(F)cc3)oc(=O)c3ccccc23)cc1	i	0.2	0.89	-0.31	-0.039	-0.0054	0.98	1290	1	1.9	2.6	4.1	-13	595	-5.9	537	i	18	19%
Cc1ccc(-c2nc3ccccc3n3nnnc23)cc1	i	0.0	3.5	0.043	1.6	-2.9	-0.39	1831	1.1	3.5	1.0	9.0	12	650	-0.6	984	/	/	5%
CC(C)c1ccc(O)c(NC(=O)c2cccnc2)c1	i	0.9	-0.023	-0.14	0.18	-0.12	0.82	832	1	1.6	1.1	13	-14	711	/	/	i	14	-4%
CCCN(CCC)S(=O)(=O)c1ccc(C(=O)NNc2nc(-c3ccccc3)c3cc(Br)ccc3n2)cc1	i	0.1	-0.85	-0.27	-0.73	1.1	0.06	1129	0.9	2.2	4.7	4.1	-3	677	-2.4	456	i	46	-9%
O=C1C(Cc2ccccc2)NC(=S)N1Cc1ccccc1 (stereo not drawn)	i	0.5	-0.75	-0.32	-0.069	1.1	/	/	1	1.6	1.7	9.1	0	678	3.2	1504	i	59	/
N/C(=N\OC(=O)CCC1CCCC1)c1ccccc1	i	0.1	0.32	-0.31	0.79	-0.17	0.58	1731	1.1	3.5	3.1	8.8	-15	666	-1.5	927	i	62	2%
Cc1nc2c(ccc3nc(NC(=O)Cc4cccc5ccccc45)sc32)s1	i	1.5	-0.48	-0.23	0.54	0.25	-1.1	1101	1	10	6.2	12	/	/	5.5	546	i	55	9%
CCOC(=O)N1CCN(C(=O)CCCN2C(=O)CSc3nc(C)cc(C)c32)CC1	i	0.7	-0.14	-0.21	0.24	0.057	-0.5	1097	1	5.6	2.2	4.4	1	779	-5.2	1233	i	48	-7%
O=c1[nH]c(Cc2ccccn2)nc2scc(-c3ccccc3Cl)c12	i	0.8	0.56	0.34	0.72	-1.1	0.59	1426	1.2	3.0	0.9	1.1	-16	629	0.7	1455	i	61	-79%

Compounds as they come, and some 3% of all compounds hit somewhere here.
